Assay outcomes from PubChem.
LYP act = LYP phosphatase activators, primary screen, biochemical, DiFMUP fluorescence, 2 µM; Tyrosine-protein phosphatase non-receptor type 22 (Homo sapiens), Q9Y2R2; recombinant LYP; 0 = plate median, 100 = signal doubled; activation, % at 2 µM; 0.11% of 96,000 active; AID 697, 2007;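 active means activation at 2 µM above a set limit, the mean plus 5 SD, cut at about 37% in these data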
CYP2C9 activ = human CYP2C9 activators, primary screen, biochemical, luminescence; AID 1024, 2008; Cytochrome P450 2C9 (Homo sapiens), P11712; 1.4% of 96,000 active; recombinant CYP2C9, luciferin-H conversion; stronger effect = higher value; factor 1 = untreated enzyme, 0 = blocked; activation factor at 5 µM;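 active means activation factor of 2 or more for CYP2C9 at a 5 µM dose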;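 further: 0 = sulfaphenazole-blocked wells and 1 = vehicle-only wells; values of inactives mirror those of a sister screen read the other way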
CYP2C9 inh = blockers of cytochrome P450 2C9 activity – biochemical, luminescence, ADME assay, primary screen; 20% of 96,000 active; CYP2C9 Supersomes, luciferin-H conversion; inhibition, % at 5 µM; P11712;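 active means blocking of liver enzyme CYP2C9 beyond about 50% at 5 µM, limit read from the data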; further: values of inactives mirror those of a sister screen read the other way
PostGolgi yeast = phenotypic screen on post-Golgi transport, primary screen; post-Golgi transport phenotypic cell assay; 0.9% of 98,000 active; inhibition, % at 10 µM;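 further: yeast cells grown in 1536-well plates; yeast grown about 18 h at 30C before absorbance read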
PTK2B oligo ant = antagonists of Pyk2 self-association, primary screen, Q293 cells, FERM NanoBiT luminescence, HTS; Protein-tyrosine kinase 2-beta (Homo sapiens), Q14289; stronger effect = lower value; z-score (the deposit names both 25 µM and 10 µM); 0.83% of 99,000 active; AID 1347419, 2020;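 active means Z-score of -3 or lower, scaled per plate to the spread of control and sample wells; inactive means z-score above -3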;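 further: negative z-score means lost luminescence so less FERM oligomerization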
PTPN22 inh 2 = PTPN22 phosphatase inhibitors, primary screen, biochemical, DiFMUP fluorescence, 2 µM. 0.21% of 96,000 active. recombinant LYP catalytic domain. AID 640, 2007. inhibition, % at 2 µM. Tyrosine-protein phosphatase non-receptor type 22 (Homo sapiens), Q9Y2R2;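 active means inhibition at 2 µM at or above a set limit, the screen mean plus 3 SD, cut at about 24% in these data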;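 further: 0% = DMSO with enzyme and 100% = enzyme fully blocked by orthovanadate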
Ecoli WT expand = growth inhibitors of wild-type E. coli, primary screen, strain BW25113, expanded library, OD600 | OD600 absorbance | growth inhibition, % at 100 µM | 0.15% of 98,000 active;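 active means growth inhibition above about 50% at one test dose, limit read from the data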;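 further: growth measured after 20 h incubation at 37 °C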
PostGolgi ctrl = growth inhibition of yeast control strain, primary screen, counter-screen for post-Golgi transport modulator project; 5% of 98,000 active; inhibition, % at 10 µM; efflux-deficient yeast background strain, growth absorbance A615, 16 h
hDAT+cocaine = changed hDAT dopamine uptake under cocaine IC80, either direction, primary screen, cocaine antagonist project, cell-based, LLC-PK1 hDAT, [14C]-dopamine uptake, MLSMR. 1.3% of 110,000 active. Sodium-dependent dopamine transporter (Homo sapiens), Q01959. LLC-PK1 hDAT cells, [14C]-dopamine uptake with cocaine IC80; actives deviate in either direction. AID 449768, 2010. B-score at 10 µM;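 active means Z score or B-score, a plate-position-corrected score, falls beyond the plate's 99.7% confidence bounds, in either direction; inactive means both scores lie inside the 99.7% bounds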;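 further: scored against the spread of the other compound wells on the same plate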
Target sequence (Q01959 whole entry, looked up): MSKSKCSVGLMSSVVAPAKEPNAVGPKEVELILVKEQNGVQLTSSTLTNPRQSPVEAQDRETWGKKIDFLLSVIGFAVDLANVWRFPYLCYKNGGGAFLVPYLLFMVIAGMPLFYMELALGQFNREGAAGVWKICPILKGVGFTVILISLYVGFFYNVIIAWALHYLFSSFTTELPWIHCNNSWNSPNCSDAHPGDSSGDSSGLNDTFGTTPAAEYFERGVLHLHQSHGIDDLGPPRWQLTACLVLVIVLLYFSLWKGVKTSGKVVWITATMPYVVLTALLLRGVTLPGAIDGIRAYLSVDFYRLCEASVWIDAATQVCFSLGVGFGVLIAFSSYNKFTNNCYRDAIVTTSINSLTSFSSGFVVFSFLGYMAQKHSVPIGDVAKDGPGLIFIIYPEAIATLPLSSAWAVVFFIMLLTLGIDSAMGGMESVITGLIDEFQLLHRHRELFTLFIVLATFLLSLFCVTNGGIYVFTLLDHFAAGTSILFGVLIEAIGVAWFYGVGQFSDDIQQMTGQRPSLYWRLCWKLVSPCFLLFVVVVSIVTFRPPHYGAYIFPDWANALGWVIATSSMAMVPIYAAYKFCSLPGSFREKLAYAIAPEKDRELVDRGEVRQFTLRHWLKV
* marks the source's active call; other numbers are inactive results; · = no result given. Unless noted, no stated cut-off is given here; in the data, active means inhibition above about 30%; inactive means the rest.

SMILES	LYP act	CYP2C9 activ	CYP2C9 inh	PostGolgi yeast	PTK2B oligo ant	PTPN22 inh 2	Ecoli WT expand	PostGolgi ctrl	hDAT+cocaine
C/C(CC(O)(/C=N/O)c1ccccc1)=N\O (centres undefined)	7	1.3	-33	10	0.02	-3	1	2	0.53
Cc1ccc(-c2noc(CSc3nnc(-c4ccncc4)n3-c3ccc(F)cc3)n2)cc1	1	0.3	71*	3	-1.6	-2	-10	38*	-0.055
Cc1cc(C)cc(Nc2ccc([N+](=O)[O-])nc2[N+](=O)[O-])c1	1	0.9	5	-14	0.52	2	8	20	-0.18
O=C(NCC1CCCO1)c1ccccc1-c1nc(-c2ccccc2)no1 (centres undefined)	6	0.4	58*	0	-0.4	-8	7	3	-0.7
COc1ccc(NC(=O)c2ccco2)c(OC)c1	11	1	-2	8	-0.2	-13	9	4	0.055
CCOC(=O)c1c(C2COc3ccccc3O2)csc1NC(=O)c1ccco1 (centres undefined)	-4	0.5	48	-4	0.16	6	1	0	-0.81
O=C(COc1ccc(Cl)cc1)Nc1nc(-c2cccs2)cs1	·	·	·	8	1.2	·	-10	22	-0.69
Cc1onc(-c2c(Cl)cccc2Cl)c1C(=O)NC(C)(C)CO	-13	0.9	7	8	0.22	11	3	-1	-1.1
FC(F)(F)C1=CC(c2ccc(Cl)cc2)=NCCN1	2	0.9	10	0	0.5	2	15	4	-0.029
CCOC(=O)C1=C(C)C(c2ccccc2)NC(=S)N1 (centres undefined)	-7	0.8	24	-7	0.48	11	2	0	0.29
N/C(=N\OC(=O)c1cccc2ccccc12)c1cccc([N+](=O)[O-])c1	1	1.5	-50	-4	0.97	4	-8	5	-1
O=C(CCc1ccc(S(=O)(=O)N2CCOCC2)cc1)OCc1nc2ccccc2s1	-3	0.7	25	-1	-0.1	0	-6	-4	1.3
COCc1cc(=O)n2[nH]c(-c3ccccc3)cc2n1	-11	0.6	38	9	1.4	11	-6	26	1.4
CCOCc1cn(CC(=O)c2ccc(Cl)cc2)c(C)nc1=N	-4	1.2	-24	2	0.43	4	4	18	-0.062
CN1CCCC(OC(=O)COc2ccccc2)C1 (centres undefined)	3	1.2	-21	-3	0.32	-3	4	-1	-0.24
CCCCC(=O)Nc1ncc(Br)s1	-7	0.6	37	-5	-1.1	2	1	13	-1.1
CCOc1cccc(NC(=O)Cc2cccs2)c1	·	0.4	58*	-4	-0.03	·	12	4	0.65
CCC(C)(C)c1ccc(Oc2ccc(NC(=O)COC(=O)C3=COCCO3)cc2)cc1	-8	0.2	76*	-10	-0.35	6	-8	17	0.7
COc1ccc(S(=O)(=O)N(C)CC(=O)Nc2ccccc2C(F)(F)F)cc1OC	-5	1.9	-92	-2	-1.2	3	6	23	0.91
COc1cc(CC(NC(C)=O)C(=O)NC2CCN(c3nc(C)cc(C)c3C#N)CC2)cc(OC)c1 (centres undefined)	·	1	5	0	-0.25	·	-7	-3	·
CCOC(=O)C1CCN(C(=O)/C=C/c2ccc(OC)cc2)CC1	0	0.6	44	0	-0.08	-2	-3	-4	0.034
COC(=O)c1ccc(CSc2nc(-c3ccco3)cc(C(F)(F)F)n2)o1	-8	0.3	75*	2	0.28	8	-4	14	-0.67
C=C1CSc2nc(=O)c3c4c(sc3n21)CCC4	·	1.1	-10	·	-0.09	·	·	·	0.17
CC(C)c1nnc(NC(=O)CSc2ccccc2)s1	8	0.4	62*	-14	-0.62	-4	3	6	0.31
O=C(Nc1ccccc1Cl)c1cccc(NC(=O)C2C3CC4OC(=O)C2C4C3)c1 (centres undefined)	10	1	-4	-7	1	-8	0	0	0.64
CCOC(=O)CSc1nc(C)cc(C)c1C#N	4	1.1	-7	-1	0.64	-3	7	-2	-1.9
O=C(OCc1nc2ccccc2s1)C1CCN(C2=NS(=O)(=O)c3ccccc32)CC1	-2	0.8	21	-1	1.4	0	-5	3	-1.3
Cc1ccc(C(=O)COC(=O)CCC(=O)Nc2cc(Cl)ccc2Cl)cc1[N+](=O)[O-]	10	1	-2	-9	-0.19	-7	8	-1	0.0073
S=C(Nc1ccccc1)N1CCCCCC1	-2	0.8	22	-5	0.09	5	5	1	-8.4*
Cc1noc(C)c1C(=O)OCC(=O)Nc1ccccc1Oc1ccccc1	3	0.5	50	-1	-1	0	-8	9	-0.58
N#CCSc1nnc(COc2cccc3ccccc23)n1-c1ccccc1	-6	0	96*	-8	-0.85	5	-11	31*	0.0052
CCOC(=O)CSc1nc2sc(C)c(C)c2c(=O)n1C	-9	0.9	14	-5	1.2	7	2	24	0.65
O=C(CN(C(=O)CNS(=O)(=O)c1ccccc1)c1ccc2c(c1)OCCO2)NC1CCCCC1	-2	0.5	48	-5	-0.86	0	3	1	0.087
CC(NC(=O)c1ccnc(C(C)(C)C)c1)c1ccccc1 (centres undefined)	1	0.4	55*	-5	1.5	-2	3	6	0.38
Cn1nnc(NC(=O)c2cccc(F)c2)n1	-9	0.9	6	-6	1.4	7	1	0	0.19
Cc1ccccc1SCC(=O)NC1CCOC1=O (centres undefined)	9	1	2	-22	0.68	-8	6	3	-1.1
COc1ccc(-n2c(C)nc3c(cnn3-c3ccc(Cl)cc3)c2=O)cc1	-14	0.9	9	7	-0.95	12	-2	8	-0.15
Cc1ccc(C(c2nnnn2C2CCCCC2)N2CCN3CCCC3C2)cc1 (centres undefined)	0	1.2	-23	13	1.3	2	11	16	-0.38
CCOc1ccc(NC(=O)CSc2nnc(-c3ccncc3)n2CC2CCCO2)cc1 (centres undefined)	-9	0.5	49	23	0.22	7	0	18	0.037
O=[N+]([O-])c1cc(-c2nnc(C34CC5CC(CC(C5)C3)C4)o2)cc([N+](=O)[O-])c1	1	1.1	-8	7	-1.4	3	-14	47*	·

Reformatted in CSV form: part of the list above.
Molecule,LYP act,CYP2C9 activ,CYP2C9 inh,PostGolgi yeast,PTK2B oligo ant,PTPN22 inh 2,Ecoli WT expand,PostGolgi ctrl,hDAT+cocaine
COC(=O)c1ccc(CSc2nc(-c3ccco3)cc(C(F)(F)F)n2)o1,-8,0.3,75*,2,0.28,8,-4,14,-0.67
C=C1CSc2nc(=O)c3c4c(sc3n21)CCC4,·,1.1,-10,·,-0.09,·,·,·,0.17

Additional entries
SMILES	LYP act	CYP2C9 activ	CYP2C9 inh	PostGolgi yeast	PTK2B oligo ant	PTPN22 inh 2	Ecoli WT expand	PostGolgi ctrl	hDAT+cocaine
O=C1NNC(=O)C2C3C=CC(C4CC34)C12 (centres undefined)	-8	1	2	4	1.4	9	4	-13	-0.37
Cc1cc2nn(-c3cccc4ccccc34)nc2cc1NC(=O)c1cccs1	-4	0.7	29	12	-1.5	7	-12	21	-0.8
CCN(CC)c1ncnc2c1cnn2C	8	1	3	9	0.31	-8	-1	0	0.7
O=S(=O)(CCSc1nc2ccccc2o1)Cc1ccccc1	-4	1.2	-21	0	-1.1	3	0	2	0.21
C=CCn1c(Br)nc2c1c(=O)[nH]c(=O)n2C	-5	1.1	-14	-11	1.2	8	0	4	-1.4
CCOC(=O)c1sc(NC(=O)CSc2nnnn2-c2ccccc2)nc1C	3	0.7	30	2	-0.57	-4	0	12	0.031
COc1ccc(OCC(=O)N2CCN(C(=O)c3cccc4ccccc34)CC2)cc1	-11	1	3	-5	0.85	10	-1	12	-0.32
COC(=O)/C=C/S(=O)(=O)c1ccc(NC(C)=O)cc1	-6	1	1	4	-0.2	5	2	3	-0.7
Cc1[nH]n(-c2ccccc2)c(=O)c1/C=N/O	4	0.7	32	-7	-0.07	-4	-21	-4	-0.46
CCCC(=O)N1c2ccccc2C(=C2SC(C(=O)OC)=C(C(=O)OC)S2)C(=S)C1(C)C	6	·	·	·	-2.2	-8	·	·	0.2
Cc1oc2c(c1C(=O)c1ccc(Cl)cc1)C(=O)C(=O)c1ccccc1-2	2	0.8	22	45*	-3.6*	2	1	58*	·
COc1ccc(NC(=O)c2oc3cc(C)c(C)cc3c2C)c(OC)c1	-4	·	·	·	0.14	4	·	·	0.31
Cc1cccc2cc(CN(Cc3ccco3)C(c3nnnn3CCc3ccccc3)C(C)C)c(=O)[nH]c12 (centres undefined)	-14	0.2	83*	-21	1.1	12	-15	13	1.5
CCOC(=O)C1=C(c2ccccc2)N(C)C(=O)NC1c1ccc(O)c(OC)c1 (centres undefined)	-4	0.6	44	18	-0.9	0	4	31*	0.18
Cc1ccc(N(Cc2ccccc2F)S(C)(=O)=O)cc1C	10	0.3	73*	-4	-1.3	-7	7	-3	-0.0071
CCCCn1nc(C(=O)N2CCc3ccccc32)c2ccccc2c1=O	6	0.6	41	-7	-0.88	-2	-13	23	0.78
COc1ccccc1N1CCN(C(=O)/C=C/c2ccc3c(c2)OCO3)CC1	6	0.7	34	0	-0.7	-2	2	14	1
CN(CCOC(=O)c1ccc2c(c1)OCCO2)Cc1ccccc1	8	0.4	62*	-4	-1.1	-8	4	0	2.5
O=C(NCCC1=CCCCC1)C1CCN(S(=O)(=O)c2cnc[nH]2)CC1	4	0	96*	0	-0.28	-4	5	4	-0.66
CCOc1cccc(-c2nn3c(-c4ccco4)nnc3s2)c1	4	0.9	6	5	-0.32	-5	-5	43*	0.28
O=C(NC1CCCc2ccccc21)c1cncc(Br)c1 (centres undefined)	9	0.9	11	7	0.09	-6	2	-1	-1.1

Arranged by SMILES length (high to low): some entries from above.
SMILES	LYP act	CYP2C9 activ	CYP2C9 inh	PostGolgi yeast	PTK2B oligo ant	PTPN22 inh 2	Ecoli WT expand	PostGolgi ctrl	hDAT+cocaine
N/C(=N\OC(=O)c1cccc2ccccc12)c1cccc([N+](=O)[O-])c1	1	1.5	-50	-4	0.97	4	-8	5	-1
O=C(CCc1ccc(S(=O)(=O)N2CCOCC2)cc1)OCc1nc2ccccc2s1	-3	0.7	25	-1	-0.1	0	-6	-4	1.3
COc1ccc(OCC(=O)N2CCN(C(=O)c3cccc4ccccc34)CC2)cc1	-11	1	3	-5	0.85	10	-1	12	-0.32
COC(=O)c1ccc(CSc2nc(-c3ccco3)cc(C(F)(F)F)n2)o1	-8	0.3	75*	2	0.28	8	-4	14	-0.67
Cc1ccc(C(c2nnnn2C2CCCCC2)N2CCN3CCCC3C2)cc1 (centres undefined)	0	1.2	-23	13	1.3	2	11	16	-0.38
CCOCc1cn(CC(=O)c2ccc(Cl)cc2)c(C)nc1=N	-4	1.2	-24	2	0.43	4	4	18	-0.062
Cc1ccc(N(Cc2ccccc2F)S(C)(=O)=O)cc1C	10	0.3	73*	-4	-1.3	-7	7	-3	-0.0071
C=CCn1c(Br)nc2c1c(=O)[nH]c(=O)n2C	-5	1.1	-14	-11	1.2	8	0	4	-1.4
CC(C)c1nnc(NC(=O)CSc2ccccc2)s1	8	0.4	62*	-14	-0.62	-4	3	6	0.31
COc1ccc(NC(=O)c2ccco2)c(OC)c1	11	1	-2	8	-0.2	-13	9	4	0.055
Cn1nnc(NC(=O)c2cccc(F)c2)n1	-9	0.9	6	-6	1.4	7	1	0	0.19
Cc1ccccc1SCC(=O)NC1CCOC1=O (centres undefined)	9	1	2	-22	0.68	-8	6	3	-1.1
